Screening data: PubChem BioAssay, several laboratories
PRMT1 inh: blocks human protein arginine methyltransferase 1; Q99873; recombinant PRMT1, activity-based probe fluorescence polarization; hit rate 1.3% among 370,000; inhibition, % at 2.79 µM;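 active means inhibition above about 21% made by adding two undisclosed values, limit read from the data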
Target sequence (Q99873 whole entry, looked up): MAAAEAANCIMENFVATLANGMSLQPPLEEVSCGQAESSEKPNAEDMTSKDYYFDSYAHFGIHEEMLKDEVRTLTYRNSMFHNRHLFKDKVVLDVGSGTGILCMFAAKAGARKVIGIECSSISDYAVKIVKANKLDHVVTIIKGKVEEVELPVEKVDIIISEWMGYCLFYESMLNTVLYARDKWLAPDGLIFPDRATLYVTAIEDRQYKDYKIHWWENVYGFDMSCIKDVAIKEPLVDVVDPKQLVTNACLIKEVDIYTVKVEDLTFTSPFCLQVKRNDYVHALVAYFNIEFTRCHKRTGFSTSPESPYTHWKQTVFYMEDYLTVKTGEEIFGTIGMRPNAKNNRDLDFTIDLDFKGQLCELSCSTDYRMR
HTRA1 inh: blocks human HTRA1 serine peptidase. inhibition, % at 5.96 µM. AID 504803. recombinant HTRA1, FP-rhodamine activity-based probe, fluorescence polarization. Q92743. hit rate 0.5% among 340,000; in the data active means inhibition above about 36%;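 further: 0% = enzyme with DMSO and 100% = wells lacking enzyme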
NR1D1 modulator: Rev-erb alpha (human) modulation; P20393; Rev-erbα–FITC-DNA binding, fluorescence polarization, 90 min; activity, % at 10 µM; hit rate 0.79% among 370,000;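 active means activity above about 14%, limit read from the data; passing the limit was not always enough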;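 further: 0% = DMSO wells with 35 nM protein and 100% = DMSO wells with 750 nM protein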
Target sequence (P20393 whole entry, looked up): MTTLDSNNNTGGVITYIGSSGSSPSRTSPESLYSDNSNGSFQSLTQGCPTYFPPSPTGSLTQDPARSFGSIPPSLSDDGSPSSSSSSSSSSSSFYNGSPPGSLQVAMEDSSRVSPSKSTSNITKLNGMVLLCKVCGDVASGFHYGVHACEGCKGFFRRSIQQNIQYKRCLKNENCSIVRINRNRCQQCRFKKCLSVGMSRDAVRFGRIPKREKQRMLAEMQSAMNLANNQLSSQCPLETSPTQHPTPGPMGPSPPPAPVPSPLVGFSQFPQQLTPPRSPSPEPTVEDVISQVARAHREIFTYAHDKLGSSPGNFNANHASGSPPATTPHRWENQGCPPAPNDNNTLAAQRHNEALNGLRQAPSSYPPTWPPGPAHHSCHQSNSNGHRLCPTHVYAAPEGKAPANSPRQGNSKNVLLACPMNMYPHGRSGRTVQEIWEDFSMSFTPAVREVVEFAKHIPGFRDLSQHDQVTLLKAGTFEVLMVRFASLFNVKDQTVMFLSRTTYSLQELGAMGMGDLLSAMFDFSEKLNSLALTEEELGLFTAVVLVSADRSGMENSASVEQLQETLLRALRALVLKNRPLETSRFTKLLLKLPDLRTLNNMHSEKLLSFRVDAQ
TCR CD3 inh: blocks the human TCR-CD3 interaction | TAMRA-labeled TCR probe fluorescence, biochemical | inhibition, % at 9.4 µM | hit rate 0.37% among 360,000; in the data active means inhibition above about 19%;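 further: recombinant mutant TCR 2C K166C tagged with TAMRA read by polarization; 0% = receptor in buffer alone and 100% = receptor with positive control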
PG9 binder: PG9 antibody binding by small molecule; TR-FRET gp120-PG9 antibody binding; inhibition, % at 6.7 µM; hit rate 0.43% among 360,000; in the data active means inhibition above about 8.5%
TDP2 inh: blocks human TDP2 phosphodiesterase activity | recombinant TDP2, T5PNP hydrolysis, p-nitrophenol absorbance 415 nm | AID 720702 | inhibition, % at 12.8 µM | hit rate 0.34% among 370,000 | O95551;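 active means inhibition above the mean of all tested compounds plus 3 SD, set per campaign, cut at about 25% in these data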;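 further: 0% = DMSO with enzyme and 100% = buffer with substrate but no TDP2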
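System – recombinant human TDP2 · Quantity – TDP2 enzyme at 120 nM final · Doses – single concentration, 12.8 µM nominal, with 1% DMSO · Incubation – 2 h at 37 °C · Measured by – epi absorbance of p-nitrophenol freed from T5PNP by hydrolysis · Read-out – % inhibition relative to enzyme-containing and enzyme-free wells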
LEDGF integ inh: blocks HIV-1 LEDGF/p75-dependent DNA integration; TR-FRET IN-LEDGF/p75 DNA integration, Eu/Cy5; inhibition, % at 3.7 µM; hit rate 0.64% among 370,000; AID 743269;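 active means inhibition above the screen-wide mean plus 3 SD, cut at about 13% in these data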;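 further: signal is the Cy5 over europium emission ratio at 671 and 618 nm; 0% = plate median of compound wells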
ABHD4 inh: ABHD4 (mouse) inhibition, primary FP screen; Q8VD66; purified mABHD4, FP-Rh probe fluorescence polarization; inhibition, % at 8.92 µM; hit rate 0.54% among 370,000; AID 720543;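 active means inhibition exceeding the mean over every tested compound plus 3 SD, cut at about 30% in these data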;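 further: 0% = plate median of compound wells and 100% = S159A mutant with DMSO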
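Assay system: mouse ABHD4 enzyme, wild type / Also added: fluorescent activity-based probe FP-Rh / Doses: single nominal dose of 8.92 µM, 0.89% DMSO final / Timing: 45 min compound pre-incubation plus 60 min probe step, 25 °C / Signal: FP readout, ex 525 nm / em 598 nm / Control set: S159A mutant/DMSO as 100%, compound-well median as 0%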
SIAE inh: inhibitors of human sialic acid acetylesterase SIAE; Q9HAT2; SIAE FP-Rh probe binding, fluorescence polarization; inhibition, % at 9.66 µM; hit rate 0.69% among 370,000;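 active means inhibition above a cutoff: mean of compounds within the control limits plus 3 SD of those, cut at about 17% in these data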;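 further: 0% = plate median of compound wells and 100% = probe without SIAE protein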
rCAG RNA binder: binds r(CAG) RNA repeats. hit rate 1.3% among 370,000. inhibition, % at 3 µM. r(CAG) RNA repeat, TO-PRO-1 dye displacement fluorescence;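 active means inhibition above the plate cutoff, the mean of all test compounds on that plate plus 3 SD, cut at about 35% in these data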;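 further: 0% = DMSO alone and 100% = 100 µM mitoxantrone as full dye displacement; higher means more dye released from RNA so lower well fluorescence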
The depositor's hits bear a star; . = no result given. Some of the compounds tested (hit frequency here may not be typical).

1) CCc1nnc(NC(=O)CCC(=O)N2CCN(C3c4ccccc4-c4ccccc43)CC2)s1
2) Cc1cc(C)nc(NS(=O)(=O)c2ccc(NC(=O)c3ccc4c(c3)OCCO4)cc2)n1
3) Cc1cc(Cn2nc(-c3ccccc3)cc2C(=O)NCc2cccs2)on1
4) Cc1ccc(S(=O)(=O)N2C[C@H]3n4c(=O)ccc(=O)n4C[C@H](OC(=O)Nc4c(C)noc4C)[C@@]3(O)C2)cc1
5) C=CCSc1nnc(NC(=O)C2=COCCO2)s1
entry no.,1,2,3,4,5
PRMT1 inh,-4,0,0,-2,0
HTRA1 inh,0,1,-39,4,8
NR1D1 modulator,1,-7,-3,1,2
TCR CD3 inh,4,5,-5,6,-1
PG9 binder,-0.3,0.2,0.8,0.8,-0.5
TDP2 inh,-2,10,8,-1,7
LEDGF integ inh,1,1,-3,1,0
ABHD4 inh,10,4,-20,0,-4
SIAE inh,4,0,-2,-1,-6
rCAG RNA binder,-3,3,-1,3,-3

6) Cc1ccc(C)c(Nc2nc(N)c3ccccc3n2)c1
7) CCOc1ccc(NC(=O)CNC(=O)c2nn(-c3ccc(OC)c(OC)c3)c(=O)c3ccccc23)cc1
8) CN(C)c1cc[n+](Cc2ccccc2)cc1
9) O=C1CC(C(=O)O)c2ccccc2N1 (configuration not stated)
10) O=C1CCN(S(=O)(=O)c2cccs2)c2ccc(C(F)(F)F)cc2N1
entry no.,6,7,8,9,10
PRMT1 inh,-1,-4,-1,0,0
HTRA1 inh,3,4,7,-3,-2
NR1D1 modulator,-1,111*,-1,4,-3
TCR CD3 inh,9,-2,2,2,9
PG9 binder,-1.2,40*,-2.8,0.2,0.4
TDP2 inh,-9,-18,4,0,-2
LEDGF integ inh,-2,3,0,-4,3
ABHD4 inh,1,-7,3,-1,-2
SIAE inh,0,-23,-5,1,-1
rCAG RNA binder,2,2,1,6,-3

11) [N-]=[N+]=NCCN1CCN(Cc2ccccc2)CCC1=O
12) COc1cc(NC(=O)c2sc3nc(C)nc(N4CCOCC4)c3c2C)cc(OC)c1OC
13) O=C(COc1ccc(Cl)cc1Cl)NC(=O)NC1CCCC1
14) O=C(CS(=O)(=O)c1ccc(Br)cc1)N1CCOCC1
15) CCN(CCC(=O)Nc1cc([N+](=O)[O-])ccc1OC)Cc1ccccc1
entry no.,11,12,13,14,15
PRMT1 inh,-2,-2,3,3,-3
HTRA1 inh,-5,-2,-21,6,-1
NR1D1 modulator,2,-2,0,-8,-1
TCR CD3 inh,2,5,0,-1,-3
PG9 binder,-2.7,-0.6,-1.6,-2.0,1.3
TDP2 inh,7,-8,-8,-2,-7
LEDGF integ inh,1,1,2,3,-1
ABHD4 inh,-3,-2,-2,4,-3
SIAE inh,-2,-4,0,-1,0
rCAG RNA binder,-2,-6,-3,-2,-2

16) COc1ccc(C(=O)NC2CC2)cc1OC1CCN(Cc2ccccc2O)CC1
17) COc1ccccc1NC(=O)CN1CCN(CC(=O)Nc2ccc(OC)c(OC)c2)CC1
18) Cc1cccc(-n2nnc(C(=O)NCc3ccccc3Cl)c2N)c1
19) CC(=O)OCC1OC(OCc2cn(C[C@H]3CC[C@@H]([C@@H]4CC[C@H](Cn5cc(COC6OC(COC(C)=O)C(OC(C)=O)C(OC(C)=O)C6OC(C)=O)nn5)O4)O3)nn2)C(OC(C)=O)C(OC(C)=O)C1OC(C)=O (some centres not stated)
20) Cc1cc(C)n(C(=O)CCCC(=O)n2nc(C)cc2C)n1
entry no.,16,17,18,19,20
PRMT1 inh,4,3,1,-1,0
HTRA1 inh,1,9,-11,4,3
NR1D1 modulator,3,2,-1,2,0
TCR CD3 inh,3,6,-7,5,-5
PG9 binder,0.6,-2.5,0.2,0.2,0.6
TDP2 inh,13,-9,3,-7,-1
LEDGF integ inh,-1,6,-2,5,3
ABHD4 inh,-4,-1,-4,2,13
SIAE inh,0,9,-3,4,2
rCAG RNA binder,-13,-9,-1,-6,-1

21) COc1ccc(-c2noc(N3CCC(C(=O)NCc4ccccc4Cl)CC3)n2)cc1
22) CC(=O)Nc1nc2ccccc2n1Cc1ccccc1Cl
23) CCOc1ccc(S(=O)(=O)N2CCC(C(=O)NCc3ccccn3)CC2)cc1
24) O=C(NCc1ccc(-c2csnn2)cc1)c1cccs1
25) Cc1ccc(S(=O)(=O)N2CCOCC2)cc1C(=O)OCC(=O)NCc1ccc2c(c1)OCO2
entry no.,21,22,23,24,25
PRMT1 inh,0,9,4,-1,4
HTRA1 inh,-5,2,4,12,0
NR1D1 modulator,-6,5,-3,4,4
TCR CD3 inh,7,-3,-7,0,-4
PG9 binder,1.2,-0.7,-0.5,0.0,2.1
TDP2 inh,6,-23,-9,6,5
LEDGF integ inh,1,1,-10,-1,-3
ABHD4 inh,0,-10,4,5,7
SIAE inh,5,-4,-5,-7,-7
rCAG RNA binder,1,-5,-3,-4,1

26) CC(NC(=O)c1ccc(N(C)C)cc1)C(c1cccs1)N1CCN(C)CC1 (configuration not stated)
27) O=S(=O)(c1ccccc1Oc1ccc(Cl)cc1Cl)N1CCCCC1
28) COc1ccc(-n2nc3c(c2NC(=O)c2ccc(Br)o2)CS(=O)(=O)C3)cc1
29) CC(C)OC(=O)c1nnn(-c2nonc2N)c1CN1CCc2ccccc2C1
30) O=c1[nH]c(=O)n(C(c2ccccc2)(c2ccccc2)c2ccccc2)cc1N(CCO)CCO
entry no.,26,27,28,29,30
PRMT1 inh,-3,-1,-1,1,3
HTRA1 inh,-3,-6,1,-8,-10
NR1D1 modulator,-3,3,0,8,7
TCR CD3 inh,1,3,6,-4,-4
PG9 binder,-3.2,-0.7,-0.5,-0.5,-1.1
TDP2 inh,-9,-8,-1,-9,-7
LEDGF integ inh,-2,1,0,2,-2
ABHD4 inh,0,0,-2,17,9
SIAE inh,6,-6,0,5,7
rCAG RNA binder,-8,4,3,8,6

31) Cc1sc2ncnc(SCC(=O)N3CCCC3=O)c2c1C
32) Cc1ccc(-n2nc3ccc(N)cc3n2)cc1C
33) Cc1c(C)n(C)c2ccc(C(=O)NCCCN3CCN(c4ccc(F)cc4)CC3)cc12
34) O=[N+]([O-])c1ccc(-c2cn(-c3ccccc3)c(=S)[nH]2)cc1
35) COC(=O)c1ccc(NC(=O)c2ccccc2C(=O)Nc2ccc(C(=O)OC)cc2)cc1
entry no.,31,32,33,34,35
PRMT1 inh,-2,2,3,1,2
HTRA1 inh,1,-16,-5,-5,7
NR1D1 modulator,-3,-6,2,5,6
TCR CD3 inh,-6,-5,-8,0,-11
PG9 binder,2.1,-1.2,0.0,3.0,0.4
TDP2 inh,10,24,-8,8,9
LEDGF integ inh,61*,2,3,-1,-5
ABHD4 inh,5,-1,-4,3,5
SIAE inh,6,12,16,2,-11
rCAG RNA binder,-2,9,-2,7,2

Random excerpt: 3 entries already listed.
34) O=[N+]([O-])c1ccc(-c2cn(-c3ccccc3)c(=S)[nH]2)cc1
32) Cc1ccc(-n2nc3ccc(N)cc3n2)cc1C
35) COC(=O)c1ccc(NC(=O)c2ccccc2C(=O)Nc2ccc(C(=O)OC)cc2)cc1
entry no.,34,32,35
PRMT1 inh,1,2,2
HTRA1 inh,-5,-16,7
NR1D1 modulator,5,-6,6
TCR CD3 inh,0,-5,-11
PG9 binder,3.0,-1.2,0.4
TDP2 inh,8,24,9
LEDGF integ inh,-1,2,-5
ABHD4 inh,3,-1,5
SIAE inh,2,12,-11
rCAG RNA binder,7,9,2

(cont.)
36) CC1CCN(C(=O)C2CCN(S(=O)(=O)c3cnc[nH]3)CC2)CC1
37) CSc1ncccc1C(=O)NCC12CC3CC(CC(C3)C1)C2
38) COC(=O)CC1=NN(c2ccc(OC)cc2)C(=O)C1
39) CCOc1cccc(-c2nn3c(-c4ccco4)nnc3s2)c1
40) COc1cc(OC)c(OC)cc1CN1CCN(Cc2ccc(C(F)(F)F)cc2)CC1
entry no.,36,37,38,39,40
PRMT1 inh,0,-2,2,2,0
HTRA1 inh,1,-6,2,0,11
NR1D1 modulator,8,8,-2,0,-3
TCR CD3 inh,-5,-3,8,2,-1
PG9 binder,-0.7,-0.3,-3.4,12*,-0.9
TDP2 inh,-12,12,0,6,2
LEDGF integ inh,-3,4,1,-4,2
ABHD4 inh,0,-8,16,1,10
SIAE inh,-4,8,10,6,4
rCAG RNA binder,-2,-7,43*,4,-9

One compound at a time, as listed above. Screens in order: PRMT1 inh, HTRA1 inh, NR1D1 modulator, TCR CD3 inh, PG9 binder, TDP2 inh, LEDGF integ inh, ABHD4 inh, SIAE inh, rCAG RNA binder
`COC(=O)CC1=NN(c2ccc(OC)cc2)C(=O)C1` across the screens: 2, 2, -2, 8, -3.4, 0, 1, 16, 10, 43*
`COc1cc(OC)c(OC)cc1CN1CCN(Cc2ccc(C(F)(F)F)cc2)CC1` across the screens: 0, 11, -3, -1, -0.9, 2, 2, 10, 4, -9
`CC1CCN(C(=O)C2CCN(S(=O)(=O)c3cnc[nH]3)CC2)CC1` across the screens: 0, 1, 8, -5, -0.7, -12, -3, 0, -4, -2
`CSc1ncccc1C(=O)NCC12CC3CC(CC(C3)C1)C2` across the screens: -2, -6, 8, -3, -0.3, 12, 4, -8, 8, -7
`CCOc1cccc(-c2nn3c(-c4ccco4)nnc3s2)c1` across the screens: 2, 0, 0, 2, 12*, 6, -4, 1, 6, 4

More structures.
41) CS(=O)(=O)N1CCN(C(=O)NC23CC4CC(CC(C4)C2)C3)CC1
42) CC(C)C(=O)Nc1nc(-c2ccccc2)ns1
43) CCO/C(=C/c1sc2ccc(OC)cc2[n+]1CCCS(=O)(=O)[O-])CC
44) CCOC(=O)CN1C(=O)C(C)(C)Oc2ccc(C(=O)Nc3ccccc3OC)cc21
45) Cc1ccc(OCCn2cnc3c2c(=O)n(C)c(=O)n3C)cc1
46) Cc1ccc2nc(/N=C(\N)NC(=O)NC3CCCCC3)nc(C)c2c1
entry no.,41,42,43,44,45,46
PRMT1 inh,-2,4,77*,-3,-6,-2
HTRA1 inh,-4,-9,9,-2,-6,.
NR1D1 modulator,3,-1,-6,2,-3,-1
TCR CD3 inh,2,-1,5,2,3,-4
PG9 binder,1.0,0.6,-2.2,-0.8,0.0,-1.2
TDP2 inh,4,-13,-5,8,10,0
LEDGF integ inh,4,-4,-9,0,2,6
ABHD4 inh,-1,-6,7,-3,9,8
SIAE inh,4,-13,0,3,7,-9
rCAG RNA binder,-1,-3,16,-5,-1,26
